# A-T KAP1 phos – potential ataxia-telangiectasia treatment | 320,000 tested, 0.19% active | Potency, µM (titrated, usually from 57.5 µM), without a hit: top-dose activation, most hits filed as activators | […] A-T fibroblasts, KAP-1 phosphorylation AlphaLISA; neocarzinostatin DNA damage 30 min before lysis | AID 485349; also: potency is read from the fitted curve at half-maximal effect; % of control where 0% means no effect; nearly all actives have a fitted effect of over 45% in size
#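 ATM-like activity read as KAP-1 phosphorylation via AlphaLISA donor/acceptor antibody pairs after lysis and 6 hr at 25C. Cells were ATM-null patient fibroblasts ([…], hTERT), dosed 60 min, then exposed to the DSB inducer NCS for 30 min.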
# KCNH2 3.1 block – inhibitors of human KCNH2 3.1 potassium channel isoform; activity change, % (tested at about 1.8 µM); 340,000 tested, 0.95% active; U2OS KCNH2 3.1, thallium flux FluxOr; stronger effect = lower value;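 active = maximum activity change below -70%; inconclusive = maximum activity change from -70% to -50%; inactive = maximum activity change above -50%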;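 also: thallium influx rate constant from kinetic fluorescence after stimulation buffer; % is scaled to controls: 0 for no effect and ±100 for the full control effect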
#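 Measured as rate of thallium-driven FluxOr signal in transduced U2OS cells carrying the 3.1 channel, read kinetically for 2 min upon stimulation; values are rate constants scaled to DMSO control wells.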
# MBNL1 CUG block – inhibitors of human MBNL1 binding to CUG repeat RNA | Q9NR56 | TR-FRET MBNL1-His/biotin-(CUG)12 binding, 665/545 ratio | Potency, µM (titrated, usually from 57.5 µM), for inactives: at the top dose activity change, negative = inhibition, usual class: inhibitors | 280,000 tested, 0.036% active | AID 2675; active = well fitted inhibition curve with a large enough effect in the signal ratio, with a control signal flat, not every such curve was filed as active; inconclusive = small, poorly fitted or top-dose-only effect, or effect the other way, or a change in a side signal; inactive = no such curve, though single readings can be large or run the other way; the % refers to the signal ratio; also: potency is read from the fitted curve at half-maximal effect; % is scaled to controls: 0 for no effect and ±100 for the full control effect
#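 Compounds (final 92 nM to 58 uM) are added to His-tagged MBNL1 and biotin-(CUG)12, then terbium anti-His antibody and streptavidin-XL665 (5 nM final). After 60 min at room temperature, the 665/545 nm ratio is read.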
# KCNH2 WT inh – inhibitors of human wildtype KCNH2 potassium channel; AID 720551; activity change, % at 1.84 µM; U2OS, BacMam KCNH2, thallium flux FluxOr; stronger effect = lower value; Q12809; 340,000 tested, 0.37% active;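 active = maximum activity change below -70%; inconclusive = maximum activity change between -70% and -50%; inactive = maximum activity change above -50%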; also: % is scaled to controls: 0 for no effect and ±100 for the full control effect
# Target sequence (Q12809 whole entry, looked up): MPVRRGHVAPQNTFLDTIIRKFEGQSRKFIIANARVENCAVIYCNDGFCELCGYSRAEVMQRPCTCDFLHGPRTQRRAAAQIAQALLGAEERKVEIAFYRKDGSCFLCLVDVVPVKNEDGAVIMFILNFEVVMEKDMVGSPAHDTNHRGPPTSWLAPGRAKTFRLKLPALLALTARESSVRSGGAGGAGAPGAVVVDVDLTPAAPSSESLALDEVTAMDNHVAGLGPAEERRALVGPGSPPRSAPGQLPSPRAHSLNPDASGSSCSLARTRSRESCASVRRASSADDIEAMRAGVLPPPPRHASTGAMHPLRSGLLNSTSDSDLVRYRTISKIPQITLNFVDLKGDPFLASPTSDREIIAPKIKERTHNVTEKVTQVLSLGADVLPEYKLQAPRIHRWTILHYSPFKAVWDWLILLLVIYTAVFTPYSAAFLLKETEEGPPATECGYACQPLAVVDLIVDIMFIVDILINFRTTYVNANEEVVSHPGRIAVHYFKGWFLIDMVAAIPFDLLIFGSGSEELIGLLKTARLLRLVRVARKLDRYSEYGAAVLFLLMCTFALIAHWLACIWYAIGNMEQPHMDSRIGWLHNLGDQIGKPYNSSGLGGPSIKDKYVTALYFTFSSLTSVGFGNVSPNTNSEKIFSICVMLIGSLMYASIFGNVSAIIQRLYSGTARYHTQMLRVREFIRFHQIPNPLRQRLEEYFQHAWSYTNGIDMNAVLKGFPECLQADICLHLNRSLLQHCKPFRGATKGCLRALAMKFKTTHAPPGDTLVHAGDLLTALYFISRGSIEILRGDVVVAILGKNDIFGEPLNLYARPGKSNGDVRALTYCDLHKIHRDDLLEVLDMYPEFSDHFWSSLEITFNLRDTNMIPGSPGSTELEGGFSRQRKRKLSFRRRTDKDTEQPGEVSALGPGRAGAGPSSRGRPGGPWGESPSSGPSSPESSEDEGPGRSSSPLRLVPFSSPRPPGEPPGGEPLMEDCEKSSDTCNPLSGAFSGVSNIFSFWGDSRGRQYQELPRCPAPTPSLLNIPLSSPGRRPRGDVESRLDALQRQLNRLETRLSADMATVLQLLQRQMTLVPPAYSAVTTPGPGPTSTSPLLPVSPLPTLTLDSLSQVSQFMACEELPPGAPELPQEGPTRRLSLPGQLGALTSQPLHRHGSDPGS
#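 U2OS cells transduced with wild-type KCNH2 virus are loaded with FluxOr dye for 45 min, and thallium flux is measured in kinetic reads before and after stimulation buffer. Rate constants are normalized to DMSO controls.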
# Integrin act MD – activators of alpha7 integrin expression for muscular dystrophy | AID 624291 | Potency, µM (top dose mostly 38.3 µM), for inactives: at the top dose activation, most hits filed as activators | alpha7betagal myoblasts, beta-gal FDG fluorescence, 48 h | 350,000 tested, 0.064% active;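 also: potency is read from the fitted curve at half-maximal effect; 100% = response of the positive control SU9516; nearly all actives have a fitted effect of over 60% in size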
#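 alpha7betagal+/- myoblasts (passage 13, 250/well) treated 48 h at 37C with compounds at 1:260 dilution of DMSO stock. Lysed, then beta-galactosidase activity read as FDG fluorescence (ex 480/em 540) after 30 min, with pre-read for autofluorescence.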
# TRPV1 agonist – human TRPV1 agonism. Q8NER1. TRPV1-expressing cells, Fluo-8 calcium influx, agonist mode. activation, % at 8.33 µM. 320,000 tested, 0.19% active. AID 540275; in the data active = activation above about 80%; inconclusive = between about 30% and that limit; also: 0% is about no effect
#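 TRPV1-expressing cells were cultured overnight at 35.5C and loaded with Fluo-8 calcium dye for 40 to 90 min at room temperature. After a 10 s baseline, compound was added and calcium influx was read kinetically for 3 min (ex 480/em 520 nm).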
# FBPA coupling cs – counter-screen for Giardia aldolase inhibitors: coupling enzyme system. coupling enzyme system counterscreen, AmpLite Red fluorescence. activity change, negative = inhibition, % at 58.2 µM, hits read low. 290,000 tested, 0.67% active. AID 2472; in the data active = activity change below about -30%; also: % is scaled to controls: 0 for no effect and ±100 for the full control effect
#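 Final compound at 57.5 uM, incubated 10 min at RT with coupling enzyme reagent (glyceraldehyde-3-phosphate), then 20 min with substrate and AmpLite Red detection. Fluorescence read at 525/598 nm; tests interference with the coupling assay, not aldolase inhibition.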
# GALK inhibitor – inhibitors of human galactokinase. P51570. Purified GALK, Kinase-Glo residual ATP luminescence. Potency, µM (highest dose often 57.5 µM), for the others: at the highest dose activity change, negative = inhibition, hits mostly inhibitors. 270,000 tested, 0.007% active; also: potency is read from the fitted curve at half-maximal effect; % is scaled to controls: 0 for no effect and ±100 for the full control effect
#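 ATP-depletion format; final 35 uM ATP, 100 uM D-galactose, 5 nM enzyme; pH 8.0 HEPES/Mg2+ buffer; 60 min RT; luminescence read 10 min after detection reagent.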
# CXXC DNA block – MLL CXXC-DNA interaction inhibition. MLL-CXXC / FITC-HOXA9 DNA fluorescence polarization. Potency, µM (titrated, usually from 115 µM), without a hit: at the top dose activity change, negative = inhibition, hits mostly inhibitors. 290,000 tested, 0.037% active. AID 2662; active = well fitted inhibition curve with a large enough effect in the polarisation, with a control signal flat, not every such curve was filed as active; inconclusive = small, poorly fitted or top-dose-only effect, or effect the other way, or a change in a side signal; inactive = no such curve, though single readings can be large or run the other way; the % refers to the polarisation; also: potency is read from the fitted curve at half-maximal effect
#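 Fluorescence polarization: 7 uM MLL-CXXC (stock) preincubated 5 min with compounds, then 50 nM fluorescein-HOX-A9 DNA (stock) added; 30 min ambient. Buffer 50 mM Tris-HCl pH 7.5, 50 mM NaCl, 1 mM DTT, 0.05% BSA.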
# S-ASM inh – human S-ASM enzyme inhibition | placental ASM, HMU-PC fluorogenic substrate, 60 min | AID 504937 | 340,000 tested, 0.006% active | P17405 | Potency, µM (doses to about 57.5 µM), for the others: at the top dose activity change, negative = inhibition, hits mostly inhibitors; also: potency is read from the fitted curve at half-maximal effect
#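 HMU-PC0 cleavage (9 uM final) by human placental ASM, 60 min at 37 °C following 10 min compound exposure at RT; stopped at pH 10, fluorescence Ex 386/Em 447 nm.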
# Active calls of the source: *; u = inconclusive; x = not tested or not shown; [ ] = another dose, or the depositor's remark. Unless noted, calls follow the shape of the dose curve; as a rule, active = well fitted curve in the direction sought with a large enough effect; inconclusive = small, poorly fitted or top-dose-only effect, or another doubt; inactive = no such curve, though single readings can be large; an effect the other way counts as inactive or inconclusive.
# Under each structure – MBNL1 CUG block	CXXC DNA block	S-ASM inh	A-T KAP1 phos	KCNH2 WT inh	KCNH2 3.1 block	FBPA coupling cs	GALK inhibitor	Integrin act MD	TRPV1 agonist
[1] CN(C(=O)c1ccc(NC(=O)Cc2cccc(NC(=O)C3CCN(C(=O)c4ccccc4)CC3)c2)cc1)C1CCCC1
    x	x	-5%	0%	-8	8	x	x	-26%	3
[2] Cc1ccc(CCNC(=O)C2CCN(C(=O)N(C)C)CC2)cc1
    3%	0%	-2%	1%	8	-10	-1	0%	-23%	-2
[3] COc1ccc2[nH]cc(CCNC(=O)COc3cc(C)cc4oc(=O)cc(C)c34)c2c1
    1%	3%	0%	-1%	-3	2	3	x	16%	5
[4] CC(=O)NC(CC(=O)NNC(=O)COc1c(C)cccc1C)c1ccccc1 (configuration not stated)
    x	x	3%	17%	6	-18	x	x	4%	x
[5] CC1(C)CN(c2ccc(-c3ccnc4ncnn34)cc2)C1=O
    x	14%	x	2%	1	9	3	1%	1%	-2
[6] Cc1ccc(C2C(C(=O)c3ccco3)=C(O)C(=O)N2c2ncccn2)cc1 (configuration not stated)
    23%	-16%	1%	-2%	-1	-1	-1	-3%	6%	2
[7] Cc1cc(N2CCCCC2)c(F)cc1[N+](=O)[O-]
    6%	1%	-8%	-2%	6	7	4	0%	-13%[7.66 µM]	10
[8] O=c1c2cc(Cl)ccc2nc(-c2ccccc2Cl)n1O
    -1%	-4%	-3%	-2%	5	15	-4	-1%	-20%	2
[9] Cc1cccc(N2CCN(C(=O)Cn3nc(C)n4cccc4c3=O)CC2C)c1 (configuration not stated)
    -2%	x	4%	-8%	7	-1	0	x	12%	2
[10] O=C(O)CCC(=O)Nc1nc2nc(-c3ccccc3)cc(-c3ccccc3)n2n1
    u	-9%	6%	-7%	-5	-2	4	3%	2%	-4
[11] CCOC(=O)c1cc(-c2ccco2)nc2c1c(C)nn2-c1ccccc1
    23%	2%	30%	-3%	12	-17	1	2%	9%	1
[12] CC(=O)c1ccc(Oc2cc(C)nc(N3CCOCC3)n2)cc1
    x	5%	4%	9%	-2	-136*	-6	-1%	1%	-1
[13] COCCN1Cc2cccc(C(=O)Nc3ccc(C)c(C)c3)c2C1=O
    -2%	-3%	-3%	x	-20	-2	1	4%	11%	-4
[14] N/C(=N\OC(=O)CN1C(=O)c2ccccc2C1=O)c1ccc(Br)cc1
    -5%	12%	3%	-2%	x	-9	0	-2%	u	-3
[15] O=S1(=O)C=C(N2CCOCC2)c2ccccc21
    7%	-8%	1%	3%	-5	-1	3	-2%	-42%	0
[16] N/C(=N\OC(=O)C(c1ccccc1)c1ccccc1)c1cccnc1
    5%	6%	-3%	5%	17	-10	-1	1%	13%	1
[17] O=C(O)CSc1nnc(-c2cccnc2)n1Cc1ccccc1
    -14%	0%	3%	-1%	-15	1	8	-2%	12%	8
[18] CC(=O)c1cccc(OC(=O)c2ccccc2)c1
    x	x	-2%	x	2	20	x	x	20%	x
[19] CC(C)(C)OC(=O)NCc1ccc(CNC(=O)c2nc[nH]c2C(=O)N2CCN(c3ccccc3)CC2)cc1
    x	x	-3%	14%	-11	-4	x	x	-1%	8
[20] COc1cccc(CC(=O)Nc2cc(S(=O)(=O)N3CCCCC3)ccc2C)c1
    x	x	4%	-5%	3	20	x	x	-20%	6

# Entries of single compounds, quoted from the list. Values in the order: MBNL1 CUG block	CXXC DNA block	S-ASM inh	A-T KAP1 phos	KCNH2 WT inh	KCNH2 3.1 block	FBPA coupling cs	GALK inhibitor	Integrin act MD	TRPV1 agonist
# CC(C)(C)OC(=O)NCc1ccc(CNC(=O)c2nc[nH]c2C(=O)N2CCN(c3ccccc3)CC2)cc1 in the list: x	x	-3%	14%	-11	-4	x	x	-1%	8
# Cc1cc(N2CCCCC2)c(F)cc1[N+](=O)[O-] in the list: 6%	1%	-8%	-2%	6	7	4	0%	-13%[7.66 µM]	10
# O=S1(=O)C=C(N2CCOCC2)c2ccccc21 in the list: 7%	-8%	1%	3%	-5	-1	3	-2%	-42%	0
# CC(=O)NC(CC(=O)NNC(=O)COc1c(C)cccc1C)c1ccccc1 (configuration not stated) in the list: x	x	3%	17%	6	-18	x	x	4%	x
# O=c1c2cc(Cl)ccc2nc(-c2ccccc2Cl)n1O in the list: -1%	-4%	-3%	-2%	5	15	-4	-1%	-20%	2

# Further entries follow.
# Under each structure – MBNL1 CUG block	CXXC DNA block	S-ASM inh	A-T KAP1 phos	KCNH2 WT inh	KCNH2 3.1 block	FBPA coupling cs	GALK inhibitor	Integrin act MD	TRPV1 agonist
[21] COc1ccccc1CNC(=O)C(=O)NCC1OCCN1S(=O)(=O)c1ccccc1 (configuration not stated)
    2%	u	3%	-4%	-13	1	-2	7%	-7%	3
[22] Cc1ccsc1CN(C)CC(=O)NCC(=O)Nc1ccc(F)cc1
    x	x	-5%	-2%	-2	0	x	x	-19%	1
[23] FC(F)(F)c1ccc(/C=N/n2c(C3CCCCC3)n[nH]c2=S)cc1
    -1%	43%[activator]	-4%	-9%	-1	-2	-3	-6%	-22%	14
[24] O=C1c2cccc3c([N+](=O)[O-])ccc(c23)C(=O)N1CC1CCCO1 (configuration not stated)
    u	u	-2%	-6%	-13	-16	-5	-2%	-65%[inhibitor]	19
[25] Cc1cc(C)n(/C(=C/N(C)C)C(=O)c2ccccc2)n1
    -2%	3%	0%	-1%	2	13	1	1%	u	-5
[26] CC(=O)Nc1ccc(S(=O)(=O)N(Cc2ccccc2)c2ccccn2)cc1
    2%	-7%	16%	3%	-9	-17	1	-2%	-20%	0
[27] Cc1cnc(CNC(=O)C2CCC(=O)N(CCc3ccc(Cl)cc3)C2)cn1 (configuration not stated)
    9%	6%	2%	-1%	-8	36	1	x	-59%[inhibitor]	-4
[28] N#Cc1cc[n+](CC(=O)c2ccc(NC(=O)c3ccccc3)cc2)cc1
    x	11%	4%	0%	-16	2	1	-4%	u	9
[29] Cc1ccc(C(=O)N/N=C/c2ccoc2)cc1C
    3%	-2%	0%	-2%	19	-4	3	0%	-21%	u
[30] C[C@@H]1O[C@@H]1P(=O)(O)O
    x	x	-2%	6%	-3	0	x	x	x	-2
[31] O=C1CC(N2CCOCC2)C(=O)N1c1ccc2c(c1)OCO2 (configuration not stated)
    0%	3%	0%	-8%	-1	1	1	-4%	-2%	-1
[32] Nc1nc2c(Cl)cc(Cl)cc2s1
    3%	-5%	1%	-2%	-4	-4	2	-1%	-10%	-1
[33] CNC(=S)N/N=C/c1ccc(-c2ccc(C(=O)O)cc2)o1
    u	-7%	195%[activator]	-1%	-22	16	1	15%	0%	-1
[34] O=C(NC1CC2CCC1C2)c1ccc(CN2CCOCC2)cc1 (configuration not stated)
    -6%	5%	1%	29%	1	-5	3	1%	-9%	6
[35] Cc1c(Cl)cnc(NC(=O)COC(=O)CCc2nc3ccccc3s2)c1Cl
    -13%	12%	-1%	11%	-2	-7	4	-1%	2%	-3
[36] CCOC(=O)C1CCCN(C(=O)c2ccc(OC(C)=O)cc2)C1 (configuration not stated)
    -9%	30%	1%	3%	11	9	0	-1%	-14%	-3
[37] CCc1nnc(NS(=O)(=O)c2ccc(NC(=O)c3ccccc3O)cc2)s1
    6%	40%[activator]	18%	0%	-2	0	-3	-1%	-12%	0
[38] CCOC(=O)C(C)Sc1ccc2nnc(CCNS(=O)(=O)c3ccc(C)cc3)n2n1 (configuration not stated)
    8%	3%	1%	0%	-4	-1	-1	11%	22%	-3
[39] S=C(NCc1ccccc1)N1CCCCC1
    -7%	-21%	4%	2%	-1	-2	0	-1%	-2%	23
[40] CCC1CCCCN1C(=O)CSc1nc(N)c(NC(=O)c2ccc(OC)c(OC)c2)c(=O)[nH]1 (configuration not stated)
    7%	0%	7%	0%	12	0	6	2%	-7%	1

# Sorted by molar mass (lowest first): 3 of the compounds above.
# Under each structure – MBNL1 CUG block	CXXC DNA block	S-ASM inh	A-T KAP1 phos	KCNH2 WT inh	KCNH2 3.1 block	FBPA coupling cs	GALK inhibitor	Integrin act MD	TRPV1 agonist
[33] CNC(=S)N/N=C/c1ccc(-c2ccc(C(=O)O)cc2)o1
    u	-7%	195%[activator]	-1%	-22	16	1	15%	0%	-1
[38] CCOC(=O)C(C)Sc1ccc2nnc(CCNS(=O)(=O)c3ccc(C)cc3)n2n1 (configuration not stated)
    8%	3%	1%	0%	-4	-1	-1	11%	22%	-3
[40] CCC1CCCCN1C(=O)CSc1nc(N)c(NC(=O)c2ccc(OC)c(OC)c2)c(=O)[nH]1 (configuration not stated)
    7%	0%	7%	0%	12	0	6	2%	-7%	1

# Assay outcomes from PubChem BioAssay.
